CIT2-GFP yeast: modulators of TOR pathway CIT2-GFP in S. cerevisiae; S. cerevisiae CIT2-GFP strain, flow cytometry, 3 h; 100 means same as DMSO wells; GFP response vs DMSO, % at 10 µM; actives 0.065% (n = 320,000);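 active means GFP response relative to DMSO above a set limit, near the screen mean plus 3 SD, cut at about 150% in these data; inconclusive means Fewer than 70 cells measured for a yeast strain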;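 further: ratio of well median GFP fluorescence to mean of DMSO wells on the plate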
AHR act: human AHR activation; P35869; AHR-responsive luciferase reporter cells, luminescence; activation, % at 5 µM; actives 2.5% (n = 320,000); AID 2796; in the data active means activation above about 47%;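 further: 0% = vehicle wells and 100% = reference agonist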
LAP4 TOR yeast: alters LAP4-GFP fluorescence in TOR pathway yeast screen. S. cerevisiae LAP4-GFP multiplex, flow cytometry GFP, 3 h; median GFP as percent of DMSO wells. GFP response vs DMSO, % at 10 µM. actives 0.34% (n = 320,000);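 active means GFP response vs DMSO above a set limit, about the screen mean plus 3 SD, cut at about 150% in these data; inconclusive means under 70 cell events counted for the yeast strain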
AGP1 TOR yeast: yeast TOR pathway AGP1-GFP modulation; AID 2066; GFP response vs DMSO, % at 10 µM; S. cerevisiae AGP1-GFP multiplex flow cytometry, 3 h; GFP as percent of DMSO wells; actives 0.02% (n = 320,000);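 active means GFP response relative to DMSO above a set limit, near screen average plus 3 SD, cut at about 150% in these data; inconclusive means fewer than 70 cells counted for the yeast strain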;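 further: median GFP channel fluorescence of the gated AGP1 strain per well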
proCasp3 act: activates human procaspase-3. AID 463141. actives 0.11% (n = 330,000). activation, % at 8.5 µM. recombinant procaspase-3 D3A, Ac-DEVD-pNA absorbance 405 nm. P42574;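 active means activation above the mean of all tested compounds plus 3 SD, cut at about 21% in these data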;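 further: 0% = DMSO alone and 100% = DMSO wells spiked with extra 5 µM PC-3 D3A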
Target sequence (P42574 whole entry D9A/D28A/D175A): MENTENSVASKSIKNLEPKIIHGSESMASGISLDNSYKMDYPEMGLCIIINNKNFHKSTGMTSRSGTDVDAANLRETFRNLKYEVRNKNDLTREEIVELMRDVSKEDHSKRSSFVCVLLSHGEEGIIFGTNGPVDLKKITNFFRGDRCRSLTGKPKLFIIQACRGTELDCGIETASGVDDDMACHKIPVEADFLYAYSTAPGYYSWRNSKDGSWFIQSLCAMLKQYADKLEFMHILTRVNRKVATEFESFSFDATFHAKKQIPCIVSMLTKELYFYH
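System: Procaspase-3 D3A mutant. Medium: Zinc-free 300 mM NaCl, 50 mM HEPES, 0.01% Triton X-100. Schedule: 1 h preincubation plus 2 h reaction at 25 °C. Measured by: 405 nm absorbance of p-nitroaniline, reads at 0 and 120 min. Read-out: percent activation relative to control range.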
proCasp7 act: activates human procaspase-7, counter-screen for procaspase-3 activators | AID 463210 | P55210 | recombinant procaspase-7, Ac-DEVD-pNA absorbance 405 nm; D23A/D198A/D206A triple mutant, cannot self-cleave; scale: DMSO 0, 5 µM enzyme 100 | actives 0.093% (n = 330,000) | activation, % at 8.5 µM;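 active means percent activation above the screen-wide mean plus 3 SD, cut at about 25% in these data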
Target sequence (P55210 whole entry D23A/D198A/D206A): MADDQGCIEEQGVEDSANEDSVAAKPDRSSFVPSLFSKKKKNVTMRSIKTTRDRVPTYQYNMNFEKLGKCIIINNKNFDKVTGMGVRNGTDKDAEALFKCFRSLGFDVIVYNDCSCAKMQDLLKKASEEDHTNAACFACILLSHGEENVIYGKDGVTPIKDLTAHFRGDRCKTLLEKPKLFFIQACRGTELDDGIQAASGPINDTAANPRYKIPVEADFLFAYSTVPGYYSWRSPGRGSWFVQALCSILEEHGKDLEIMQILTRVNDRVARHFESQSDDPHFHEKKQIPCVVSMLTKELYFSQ
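System: Uncleavable procaspase-7 mutant enzyme; Amount: 2 µM procaspase-7 mutant as dispensed; Schedule: 1 h compound preincubation, 2 h substrate cleavage, 25 °C; Measured by: 405 nm absorbance of p-nitroaniline; Evaluation: percent activation from buffer-corrected 0–120 min absorbance change; Control set: low DMSO alone, high DMSO plus 5 µM PC-7.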
RPL19A TOR yeast: yeast TOR pathway RPL19A-GFP modulation. percent response vs DMSO, % at 10 µM. actives 0.3% (n = 330,000). AID 2025. S. cerevisiae RPL19A-GFP strain, flow cytometry, 3 h; hits give low values;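 active means percent response vs DMSO below 50%; inconclusive means fewer than 70 events counted for the yeast strain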;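 further: median channel GFP fluorescence of the barcoded RPL19A-GFP strain; ratio of sample median GFP to plate DMSO average so 100% = DMSO; lower means less RPL19A-GFP as with rapamycin TOR inhibition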
MEP2 TOR yeast: yeast TOR pathway MEP2-GFP modulation. S. cerevisiae MEP2-GFP strain, flow cytometry GFP, 3 h; 100% = DMSO control level. GFP response vs DMSO, % at 10 µM. actives 0.51% (n = 330,000). AID 2016;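 active means GFP response versus DMSO above a set limit, roughly screen mean plus 3 SD, cut at about 180% in these data; inconclusive means fewer than 70 cells counted for a yeast strain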;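 further: median GFP fluorescence of the barcode-gated MEP2-GFP cells per well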
Active calls of the source: *; ? = inconclusive; . = not tested or not shown; [ ] = dose if it differs, or a comment.

1: O=C(CNS(=O)(=O)c1ccccc1)NNC(=O)C(Cl)Cl
2: CN1CCN(C(=O)CN2C(=O)NC(C)(c3ccc4ccccc4c3)C2=O)CC1 (configuration not stated)
3: COc1ccccc1N1CCN(C(=O)Cn2c(=O)oc3cc(S(=O)(=O)N4CCCC4)ccc32)CC1
4: CC(C)(C)OC(=O)NNC(=O)NC12CC3CC(CC(C3)C1)C2
5: COC(=O)c1ccccc1NC(=O)c1cccc(NC(=O)CSCc2ccccc2)c1C
6: Cc1cccc(C(CC(=O)O)n2cccc2)c1 (configuration not stated)
7: Cc1ncoc1C(=O)NCCC(c1ccccc1)c1ccccc1
8: CC1CC(C)CN(C(=O)COC(=O)c2ccc(N3CCCC3=O)cc2)C1 (configuration not stated)
assay / entry	1	2	3	4	5	6	7	8
CIT2-GFP yeast	115	102	99	95	98	?	95	96
AHR act	0	0	-1	1	-1	1	2	-2
LAP4 TOR yeast	102	98	104	110	97	121[may fluoresce violet]	98	95
AGP1 TOR yeast	103	101	103	100	105	?	96	99
proCasp3 act	-1	2	-2	3	-5	-2	-8	-2
proCasp7 act	10	0	2	2	4	-10	8	-3
RPL19A TOR yeast	101	98	100	96	99	55[may fluoresce violet]	92	98
MEP2 TOR yeast	109	97	102	93	99	401*[may fluoresce violet]	96	104

9: CCOc1ccc(NS(=O)(=O)c2ccc3c(c2)n(C)c(=O)n3C)cc1
10: Cc1ccc(S(=O)(=O)N(C)CC(=O)Nc2nc3ccccc3s2)cc1
11: COc1ccc(CCNC(=O)CN(C2CCCCC2)S(C)(=O)=O)cc1OC
12: CC(C)c1ccccc1NC(=O)Cn1c(-c2ccccc2Cl)nc2ccccc21
13: O=C(COC(=O)c1ccccc1Cl)Nc1cccnc1Cl
14: O=C(COc1ccc(Cl)cc1)NCCN1CCCCC1
15: CCNc1nc(NC(C)CC)nc(Oc2ccc(=O)[nH]n2)n1 (configuration not stated)
16: Cc1ccccc1-c1ncc(CN2CCC(CO)(CCCc3ccccc3)CC2)cn1
assay / entry	9	10	11	12	13	14	15	16
CIT2-GFP yeast	100	88	.	87	94	106	88	96
AHR act	3	8	0	7	1	2	0	1
LAP4 TOR yeast	95	100	87	92	95	107	85	111
AGP1 TOR yeast	98	95	93	90	97	104	86	101
proCasp3 act	3	0	-1	2	-3	-4	5	-7
proCasp7 act	11	7	8	1	2	7	13	-3
RPL19A TOR yeast	101	95	95	94	98	97	115	95
MEP2 TOR yeast	105	104	95	92	99	100	97	95

17: COc1ccc(-c2nn(CCC(=O)O)cc2/C=N/NC(N)=S)cc1
18: CC(C)OC1(c2ccccc2)OC(=O)c2ccccc21 (configuration not stated)
19: CCC1CCc2c(sc(NC(=O)CSc3nc(-c4ccco4)cc(C(F)(F)F)n3)c2C#N)C1 (configuration not stated)
20: Cc1cccc(C)c1NC(=O)CCCCCC1NC(=O)NC1C (configuration not stated)
21: O=C(COC(=O)/C=C/c1cccs1)Nc1nc(-c2cccc(Br)c2)cs1
22: Cc1ccc(-c2cc(C(F)F)nc3sc4c(=O)[nH]cnc4c23)cc1
23: COc1cc(O)cc2cc3c(c(O)c12)C(=O)CC(C)(O)O3 (configuration not stated)
24: COc1ccc(NC(=O)c2cc(-c3ccc(C)cc3)on2)cc1OC
assay / entry	17	18	19	20	21	22	23	24
CIT2-GFP yeast	104	98	95	95	90	105	110	106
AHR act	0	-2	-1	2	13	25	14	0
LAP4 TOR yeast	103	99	99	102	107	111	103	93
AGP1 TOR yeast	105	91	102	105	101	101	104	98
proCasp3 act	4	-1	-10	8	3	0	5	0
proCasp7 act	6	7	4	7	7	3	-7	12
RPL19A TOR yeast	113	96	99	100	97	97	101	104
MEP2 TOR yeast	101	94	101	100	100	108	106	113

25: O=C(Nc1ccc(Cl)cc1)N1N=CCC1c1ccccc1 (configuration not stated)
26: COc1cccc(C(C(=O)NC(C)(C)C)N(C(=O)CCC(=O)Nc2cc(C)on2)C2CC2)c1OC (configuration not stated)
27: COc1ccc(C2CC(c3ccccc3)=NN2c2ccc(Cl)c(C(=O)O)c2)cc1 (configuration not stated)
28: COc1ccc(C(=O)N(C)CC(O)c2ccccc2)cc1OC1CCN(C(C)=O)CC1 (configuration not stated)
29: CC(C)Oc1ccc(C(CC(=O)O)c2ccc(F)cc2)cc1 (configuration not stated)
30: CCCCC(=Nc1ccccc1OC)C1=C(O)CC(c2ccccc2)CC1=O (configuration not stated)
31: CC(C)COc1ccc(S(=O)(=O)NNC(=O)c2cc3ccccc3o2)cc1
32: CSCCOC(=O)C1=C(C)NC(=O)NC1c1ccc2c(c1)OCO2 (configuration not stated)
assay / entry	25	26	27	28	29	30	31	32
CIT2-GFP yeast	93	92	101	98	99	86	88	102
AHR act	-3	-2	0	3	-1	4	5	.
LAP4 TOR yeast	88	98	101	103	94	73	91	95
AGP1 TOR yeast	98	100	97	98	95	87	90	105
proCasp3 act	-2	9	2	7	-3	1	1	.
proCasp7 act	-1	11	2	-3	2	12	-3	.
RPL19A TOR yeast	99	98	100	94	109	111	103	104
MEP2 TOR yeast	106	96	109	97	104	76	104	104

33: CC1=NN(Cc2ccccc2)C(=O)C1C(c1ccncc1)C(C#N)C#N (configuration not stated)
34: O=C(CCSc1nc(-c2ccco2)cc(C(F)(F)F)n1)NCc1ccccn1
35: COc1ccccc1/C=C(/CC(=O)NCc1ccc(F)cc1)c1nc2ccccc2s1
36: COc1ccccc1CNC(=O)CC12CC3CC(CC(Br)(C3)C1)C2
37: CCOC(=O)c1ccc(-n2ccnc2)c(NC(=O)c2ccc(Cl)cc2)c1
38: CCOCc1c(C(=O)NC2CCCCCC2)oc2ccccc12
39: COc1ccc(-c2cc(=O)c3c(O)c(OC)c(O)cc3o2)cc1
40: COc1ccccc1N1CCN(C(=O)C2CCCN(S(=O)(=O)c3ccc4c(c3)CCCN4C(C)=O)C2)CC1 (configuration not stated)
assay / entry	33	34	35	36	37	38	39	40
CIT2-GFP yeast	102	94	99	102	99	94	82	98
AHR act	-1	7	37	9	53*	3	-1	2
LAP4 TOR yeast	110	101	91	104	94	104	98	86
AGP1 TOR yeast	106	96	95	98	107	91	93	90
proCasp3 act	2	-1	-6	6	-3	15	0	4
proCasp7 act	-16	5	-11	-19	1	0	-3	3
RPL19A TOR yeast	101	95	101	102	105	98	95	93
MEP2 TOR yeast	102	95	101	94	100	97	102	93

41: Cc1ccccc1-c1nnn(CC(=O)N2CCN(C(=O)c3ccco3)CC2)n1
42: COCCNc1cc(C)nc2ccccc12
43: Cc1cccc(C(=O)NNC2=C(C(=O)C(F)(F)F)CCC2)c1O
44: CCCCc1cc(=O)oc2cc(C)cc(OCC(=O)N[C@@H](CSCc3ccccc3)C(=O)O)c12
45: COc1ccc(-n2nnnc2CNC(=O)c2ccc3c(c2)OCO3)cc1
46: O=C(c1ccco1)N1CCN(Cc2cc(=O)c(OCc3ccccc3F)co2)CC1
47: Clc1ccccc1CN1CCN(c2ncccn2)CC1
48: O=C(Cc1cccs1)Nc1ccccc1C(=O)O
assay / entry	41	42	43	44	45	46	47	48
CIT2-GFP yeast	100	92	99	93	86	96	110	116
AHR act	1	19	28	1	7	1	-5	0
LAP4 TOR yeast	104	98	102	103	95	106	97	85
AGP1 TOR yeast	110	98	105	94	102	105	113	98
proCasp3 act	9	0	-8	-5	10	-1	6	-4
proCasp7 act	-1	-1	3	-28	-4	12	0	4
RPL19A TOR yeast	97	102	99	98	107	100	110	99
MEP2 TOR yeast	98	98	101	102	108	103	117	106

49: S=c1[nH]nc(-c2cc(-c3ccsc3)n[nH]2)n1-c1ccccc1
50: COc1ccc(-c2nc(NC(=O)c3[nH]c(C)c(C(C)=O)c3C)sc2C)cc1
51: c1ccc(C2c3[nH]c4ccccc4c3CCN2Cc2cccn2-c2cccnc2)nc1 (configuration not stated)
52: Cc1nc(N)sc1C(=O)N/N=C/c1ccc([N+](=O)[O-])cc1
53: O=C(Nc1ccccc1)N(O)c1ccc(Cl)cc1
54: CCc1nn(CCCC(=O)NCc2ccccc2Br)c(=O)c2cc3occc3n12
55: COC(=O)CNC(c1ccccc1)c1cc(Br)ccc1NC(C)=O (configuration not stated)
56: CCOC(=O)C1=C(C)NC2=C(C(=O)c3ccccc32)C1c1cccnc1 (configuration not stated)
assay / entry	49	50	51	52	53	54	55	56
CIT2-GFP yeast	103	99	99	94	86	99	100	97
AHR act	84*	18	15	29	60*	-1	-1	0
LAP4 TOR yeast	115	112	91	105	89	91	105	93
AGP1 TOR yeast	110	95	106	101	84	100	102	92
proCasp3 act	-9	3	-3	-3	-3	5	1	5
proCasp7 act	-29	-5	0	4	-2	-3	-14	2
RPL19A TOR yeast	100	90	100	102	90	98	99	95
MEP2 TOR yeast	103	141	98	94	94	98	101	97

Six records picked at random from those above:
55: COC(=O)CNC(c1ccccc1)c1cc(Br)ccc1NC(C)=O (configuration not stated)
56: CCOC(=O)C1=C(C)NC2=C(C(=O)c3ccccc32)C1c1cccnc1 (configuration not stated)
49: S=c1[nH]nc(-c2cc(-c3ccsc3)n[nH]2)n1-c1ccccc1
54: CCc1nn(CCCC(=O)NCc2ccccc2Br)c(=O)c2cc3occc3n12
53: O=C(Nc1ccccc1)N(O)c1ccc(Cl)cc1
52: Cc1nc(N)sc1C(=O)N/N=C/c1ccc([N+](=O)[O-])cc1
assay / entry	55	56	49	54	53	52
CIT2-GFP yeast	100	97	103	99	86	94
AHR act	-1	0	84*	-1	60*	29
LAP4 TOR yeast	105	93	115	91	89	105
AGP1 TOR yeast	102	92	110	100	84	101
proCasp3 act	1	5	-9	5	-3	-3
proCasp7 act	-14	2	-29	-3	-2	4
RPL19A TOR yeast	99	95	100	98	90	102
MEP2 TOR yeast	101	97	103	98	94	94

The list continues:
57: Clc1cccc2sc(-c3nnc(-c4ccccc4)o3)c(Cl)c12
58: O=C(NN1C(=O)NC2(CCCCC2)C1=O)c1ccc(-c2ccc([N+](=O)[O-])cc2)o1
59: CC(=O)c1cc2c(cc1NC(=O)CSc1nc3ccccc3o1)OCO2
60: COc1cc2c3c(c1)C(C)CC(C)(C)N3C(=O)C2=O (configuration not stated)
61: CC1CCCCC1NC(=O)c1cc2c(s1)CS(=O)(=O)C2 (configuration not stated)
62: O=C(O)/C=C/c1cn(-c2ccccc2)nc1-c1cccc([N+](=O)[O-])c1
63: COC(=O)c1sc(=S)n(-c2cccc(Cl)c2)c1N
assay / entry	57	58	59	60	61	62	63
CIT2-GFP yeast	95	108[may fluoresce green]	?	99	99	110	92
AHR act	16	-2	17	11	-2	12	1
LAP4 TOR yeast	99	104[may fluoresce green]	93[may fluoresce violet]	98	90	105	109
AGP1 TOR yeast	96	111[may fluoresce green]	.	98	103	101	99
proCasp3 act	4	7	5	9	-4	2	-14
proCasp7 act	8	-4	-4	4	10	2	-6
RPL19A TOR yeast	92	108[may fluoresce green]	41*[may fluoresce violet]	101	95	104	98
MEP2 TOR yeast	99	108[may fluoresce green]	292*[may fluoresce violet]	93	100	107	106
